Screens: PubChem, The Scripps Research Institute Molecular Screening Center
PAFAH1B2 inh – inhibitors of human PAFAH1B2; recombinant PAFAH1B2, FP-rhodamine activity probe, fluorescence polarization; inhibition, % at 3.39 µM; actives 1.2% (n = 340,000); AID 492953;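 active means inhibition above the mean of all tested compounds plus 3 SD, cut at about 24% in these data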;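 further: 0% = enzyme with DMSO and 100% = wells lacking PAFAH1B2; many of its hits are not listed in these tables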
PAD4 FP inh – blocks human protein arginine deiminase 4; Q9UM07; recombinant PAD4, RCA probe fluorescence polarization; inhibition, % at 6.36 µM; actives 0.41% (n = 330,000);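 active means percent inhibition above a cutoff equal to the mean of all tested compounds plus 3 SD, cut at about 15% in these data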;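 further: 0% = PAD4 with RCA probe and DMSO and 100% = probe without PAD4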
PAFAH2 FP inh – PAFAH2 (human) inhibition; Q99487; recombinant PAFAH2, FP-rhodamine activity probe, fluorescence polarization; inhibition, % at 3.39 µM; actives 0.99% (n = 340,000);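 active means inhibition above the mean over all tested compounds plus 3 SD, cut at about 30% in these data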;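 further: inhibitors block probe labeling of enzyme so polarization drops; 0% = enzyme with DMSO and 100% = wells lacking PAFAH2 protein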
LYPLA2 inh – blocks human lysophospholipase 2, a PME1 counter-screen; O95372; recombinant LYPLA2, FP-Rh probe fluorescence polarization; inhibition, % at 5.9 µM; actives 0.38% (n = 320,000);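 active means inhibition above the screen-wide mean plus 3 SD, limit set per campaign, cut at about 26% in these data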;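 further: 0% = LYPLA2 with DMSO and 100% = wells lacking LYPLA2 enzyme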
GSTO1 inh – counter-screen for RBBP9 inhibitors: inhibitors of human GSTO1; P78417; recombinant GSTO1, activity-based probe fluorescence polarization; inhibition, % at 5.96 µM; actives 1.1% (n = 300,000); AID 1974;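 active means inhibition above the campaign mean inhibition plus 3 SD, cut at about 35% in these data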;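 further: 0% = GSTO1-1 with DMSO and 100% = wells lacking GSTO1-1 enzyme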
Target sequence (P78417 whole entry, looked up): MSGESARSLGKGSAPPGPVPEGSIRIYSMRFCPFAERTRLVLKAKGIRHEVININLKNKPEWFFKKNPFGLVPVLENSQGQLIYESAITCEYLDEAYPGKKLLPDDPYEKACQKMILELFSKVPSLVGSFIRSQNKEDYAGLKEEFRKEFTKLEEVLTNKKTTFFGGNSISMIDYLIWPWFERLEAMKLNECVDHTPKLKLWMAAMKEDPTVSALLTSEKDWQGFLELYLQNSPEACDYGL
LYPLA1 inh – counter-screen for PME1 inhibitors: inhibitors of human LYPLA1 | inhibition, % at 5.9 µM | recombinant LYPLA1, FP-Rh probe fluorescence polarization | O75608 | actives 0.16% (n = 320,000) | AID 2174;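 active means inhibition above the mean of all tested compounds plus 3 SD, set per campaign, cut at about 14% in these data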;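 further: inhibitors block serine hydrolase probe labeling of LYPLA1 so polarization falls; 0% = enzyme with DMSO and 100% = wells lacking LYPLA1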
PREPL inh – human PREPL enzyme inhibition; Q4J6C6; recombinant PREPL, fluorescence polarization activity-based probe; inhibition, % at 5.96 µM; actives 0.68% (n = 320,000); in the data active means inhibition above about 43%;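 further: 0% = enzyme with DMSO and 100% = wells lacking enzyme; many of its hits are not listed in these tables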
PAFAH1B3 inh – inhibitors of human PAFAH1B3. Q15102. recombinant PAFAH1B3, FP-rhodamine probe, fluorescence polarization. inhibition, % at 3.39 µM. actives 0.28% (n = 340,000). AID 492972;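 active means inhibition above the screen-wide average of all tested compounds plus 3 SD, cut at about 25% in these data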;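 further: 0% = enzyme with DMSO only and 100% = wells lacking PAFAH1B3 protein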
Target sequence (Q15102 whole entry, looked up): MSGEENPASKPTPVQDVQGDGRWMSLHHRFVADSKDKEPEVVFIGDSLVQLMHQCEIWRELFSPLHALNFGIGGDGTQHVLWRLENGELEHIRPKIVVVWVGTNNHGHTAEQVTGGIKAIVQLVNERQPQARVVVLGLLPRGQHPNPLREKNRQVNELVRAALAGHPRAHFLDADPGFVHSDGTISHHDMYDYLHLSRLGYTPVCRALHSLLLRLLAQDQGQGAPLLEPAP
pPAFAH inh – inhibitors of human plasma PAF acetylhydrolase (pPAFAH) | AID 463082 | actives 1.5% (n = 330,000) | inhibition, % at 3.39 µM | recombinant pPAFAH, FP-rhodamine probe fluorescence polarization | Q13093;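 active means inhibition above the mean inhibition across the screen plus 3 SD, cut at about 25% in these data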;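 further: inhibitors block binding of the rhodamine activity-based probe so polarization drops; 0% = enzyme with DMSO and 100% = wells lacking pPAFAH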
Target sequence (Q13093 whole entry, looked up): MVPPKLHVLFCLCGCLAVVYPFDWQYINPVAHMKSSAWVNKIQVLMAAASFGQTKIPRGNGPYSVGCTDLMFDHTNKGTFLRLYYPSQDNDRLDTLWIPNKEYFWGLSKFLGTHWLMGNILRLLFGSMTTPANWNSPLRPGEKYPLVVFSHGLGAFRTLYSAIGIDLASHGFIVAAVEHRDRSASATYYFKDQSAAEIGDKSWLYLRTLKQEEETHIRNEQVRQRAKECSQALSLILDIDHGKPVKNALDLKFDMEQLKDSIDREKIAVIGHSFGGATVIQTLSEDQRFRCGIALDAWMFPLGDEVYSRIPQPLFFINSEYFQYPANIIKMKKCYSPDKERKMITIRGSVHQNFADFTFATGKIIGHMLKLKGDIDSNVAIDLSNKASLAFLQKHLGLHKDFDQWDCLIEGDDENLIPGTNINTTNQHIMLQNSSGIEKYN
* hit, by the source's call; / = no result given. An excerpt, so the mix of outcomes need not match the whole.

SMILES	PAFAH1B2 inh	PAD4 FP inh	PAFAH2 FP inh	LYPLA2 inh	GSTO1 inh	LYPLA1 inh	PREPL inh	PAFAH1B3 inh	pPAFAH inh
CCOC(=O)C1CCCN(S(=O)(=O)c2cc(OCC(=O)NC3CCCCC3)c(C)cc2Cl)C1 (centres undefined)	1.2	1.0	-0.6	2.3	-2.4	-0.1	14.4	1.5	2.8
Cc1ccc(-c2nc3ccccc3c(=O)n2O)cc1	0.8	0.0	2.8	5.0	-0.4	1.9	-6.4	-3.6	1.1
CC1S/C(=N/N=C/c2ccco2)N(Cc2ccccc2)C1=O (centres undefined)	/	4.1	/	-0.2	-2.0	-1.2	-11.6	/	4.3
CC(/C=C/c1ccccc1)=N\NC(=O)CNC(=O)c1ccccc1Cl	3.1	-2.7	-9.6	0.2	3.7	0.1	7.4	1.9	-6.5
CC1CCN(CC(=O)N2CCCc3c2c(=O)oc2ccc(OCc4ccccc4)cc32)CC1	6.2	-0.7	-3.3	8.7	-5.5	0.8	8.3	8.5	2.1
S=C(Nc1ccccc1)N1CCOCC1	3.2	-4.9	0.9	-2.9	2.1	0.1	-2.4	3.4	1.6
CN(C)CCn1c(=N)n(CC(O)c2ccc(Cl)c(Cl)c2)c2ccccc21 (centres undefined)	-1.8	0.6	-4.5	0.5	2.6	-6.8	36.6	-6.3	-5.5
O=C(Nc1ccc(OC(F)F)cc1)c1cc(S(=O)(=O)N2CCOCC2)ccc1F	3.3	2.0	-8.0	3.8	2.7	4.2	-2.4	3.4	8.0
CC1CCCCC1NC(=O)NC(=O)CCl (centres undefined)	1.0	2.4	2.2	5.2	93.8*	-3.3	10.3	0.1	-0.7
O=C(NCc1ccccn1)c1ccc(NC(=O)c2ccco2)cc1	-0.2	2.6	-3.0	6.7	1.3	-0.2	10.1	8.5	1.9
CCC(=O)Nc1nc(C)c(C(=O)NC2CCCCC2)s1	1.5	-5.5	-8.7	-0.7	-3.7	-3.7	0.4	3.1	2.4
COc1ccc(NC(=O)C(=O)c2cn(CC(=O)N3CCOCC3)c3ccccc23)cc1OC	-1.6	0.5	3.6	9.3	1.8	3.7	3.2	7.4	9.3
CCCn1c(C)cc(/C=C(\C#N)C(=O)OCC(=O)Nc2ccc(OC)c(Cl)c2)c1C	-4.0	-5.4	6.6	-9.9	-4.2	-5.0	2.1	2.4	3.5
COc1cc(-c2noc(C)c2C(=O)NCCO)cc(OC)c1OC	4.5	7.8	-1.8	9.0	1.2	-0.8	-1.7	12.7	2.0
Cc1ccc(S(=O)(=O)N2CCN(S(=O)(=O)N3CCCCC3)CC2)cc1C	0.5	-3.3	-1.9	4.5	11.0	-2.7	-9.8	7.2	3.6

Already shown: entries from further up.
SMILES	PAFAH1B2 inh	PAD4 FP inh	PAFAH2 FP inh	LYPLA2 inh	GSTO1 inh	LYPLA1 inh	PREPL inh	PAFAH1B3 inh	pPAFAH inh
CCOC(=O)C1CCCN(S(=O)(=O)c2cc(OCC(=O)NC3CCCCC3)c(C)cc2Cl)C1 (centres undefined)	1.2	1.0	-0.6	2.3	-2.4	-0.1	14.4	1.5	2.8
Cc1ccc(-c2nc3ccccc3c(=O)n2O)cc1	0.8	0.0	2.8	5.0	-0.4	1.9	-6.4	-3.6	1.1
CC1S/C(=N/N=C/c2ccco2)N(Cc2ccccc2)C1=O (centres undefined)	/	4.1	/	-0.2	-2.0	-1.2	-11.6	/	4.3
CC(/C=C/c1ccccc1)=N\NC(=O)CNC(=O)c1ccccc1Cl	3.1	-2.7	-9.6	0.2	3.7	0.1	7.4	1.9	-6.5
CC1CCN(CC(=O)N2CCCc3c2c(=O)oc2ccc(OCc4ccccc4)cc32)CC1	6.2	-0.7	-3.3	8.7	-5.5	0.8	8.3	8.5	2.1
S=C(Nc1ccccc1)N1CCOCC1	3.2	-4.9	0.9	-2.9	2.1	0.1	-2.4	3.4	1.6
CN(C)CCn1c(=N)n(CC(O)c2ccc(Cl)c(Cl)c2)c2ccccc21 (centres undefined)	-1.8	0.6	-4.5	0.5	2.6	-6.8	36.6	-6.3	-5.5
O=C(Nc1ccc(OC(F)F)cc1)c1cc(S(=O)(=O)N2CCOCC2)ccc1F	3.3	2.0	-8.0	3.8	2.7	4.2	-2.4	3.4	8.0
CC1CCCCC1NC(=O)NC(=O)CCl (centres undefined)	1.0	2.4	2.2	5.2	93.8*	-3.3	10.3	0.1	-0.7
O=C(NCc1ccccn1)c1ccc(NC(=O)c2ccco2)cc1	-0.2	2.6	-3.0	6.7	1.3	-0.2	10.1	8.5	1.9
CCC(=O)Nc1nc(C)c(C(=O)NC2CCCCC2)s1	1.5	-5.5	-8.7	-0.7	-3.7	-3.7	0.4	3.1	2.4

(further entries)
SMILES	PAFAH1B2 inh	PAD4 FP inh	PAFAH2 FP inh	LYPLA2 inh	GSTO1 inh	LYPLA1 inh	PREPL inh	PAFAH1B3 inh	pPAFAH inh
CCOc1ccc(NC(=O)CSc2cn[nH]n2)cc1	-3.8	-1.6	-5.2	-3.8	0.4	0.1	-3.0	5.2	5.2
O=C(NCCSCc1ccc(Cl)cc1Cl)c1ccc(CN2CCOCC2)cc1	3.6	0.8	10.3	0.1	0.4	-1.7	6.1	-3.5	7.3
COCCNC(=O)C(=O)c1c(-c2ccccc2)[nH]c2ccccc12	1.1	-0.8	1.0	4.9	3.5	2.4	-8.2	1.2	3.3
COC(=O)c1ccc(C23CC4(C2)[C@H](CN(Cc2ccc(-c5ccccc5)cc2)[C@@H]4c2ccccc2)C3c2ccc(Cl)nc2)cc1 (some centres undefined)	/	-2.8	/	-5.7	6.1	-2.5	-29.9	/	-1.0
O=C(NCc1nc2ccccc2[nH]1)C1=C[C@@H](C2CCCCC2)C[C@@H](OCCCCO)O1	4.9	-4.5	4.3	-4.5	-0.7	-3.6	0.7	7.1	1.2
CCCC(=O)NC(c1ccc(OC)cc1)c1ccc2cccnc2c1O (centres undefined)	2.9	3.5	0.7	6.7	-3.3	3.8	4.9	8.2	8.4
COc1cccc(NC(=O)C2CCCN(S(C)(=O)=O)C2)c1 (centres undefined)	0.0	-7.2	-7.4	-2.1	8.6	-0.5	4.5	-7.1	4.0
CCc1ccc(-c2nc(CN3CCCC(C(=O)NCCc4ccc(OC)c(OC)c4)C3)c(C)o2)cc1 (centres undefined)	1.7	0.8	2.9	-7.6	11.0	-6.0	8.4	2.8	4.1
CCOc1ccc(/C=N/NC(=O)Cc2ccccc2)cc1CN1CC2CC(C1)c1cccc(=O)n1C2 (centres undefined)	1.7	-5.0	2.0	1.3	/	1.1	26.4	4.9	4.9
Cc1nc(SCc2cccc(C(=O)O)c2)nc2c1CCCC2	7.9	-6.4	-3.2	4.8	6.6	1.3	-7.9	2.2	3.9
CCOC(=O)N1CCN(C(=O)Cn2c(C)cc3ccccc3c2=O)CC1	2.3	-5.5	-5.9	4.1	0.2	-0.4	4.6	4.7	-0.9
O=C(O)c1cc(-c2cccs2)[nH]n1	-4.3	-0.7	-4.3	2.1	4.0	-0.6	0.4	2.0	-0.4
Cc1nc(C(F)(F)F)nc(Nc2ccc(Br)cc2)c1C#N	6.2	5.6	8.5	-2.9	3.7	-0.5	6.2	0.3	-0.6
COc1ccc(C(=O)/C=C/Nc2c(C)n(C)n(-c3ccccc3)c2=O)c(OC)c1	1.9	-0.7	0.9	-2.9	3.6	1.3	16.5	7.2	-2.1
COCCn1c(C)cc(C2=NNC(=NC3CC3)SC2)c1C	0.5	11.4	4.9	1.9	7.7	-1.9	14.1	6.8	3.5
O=[N+]([O-])c1ccc(N2CCN(CCO)CC2)c2ncccc12	-3.9	-1.1	-2.3	-3.9	-1.4	-2.9	-1.9	-0.8	1.6
CCOc1ccc(-c2nc(CSc3nnc(N)s3)cs2)cc1	0.7	-1.2	5.4	8.6	-3.9	0.9	-5.0	1.4	4.4
COC(=O)CN1C(=O)C(C)(C)Oc2ccc(C(=O)Nc3ccccc3F)cc21	-2.3	6.4	-1.8	1.8	-1.9	2.5	13.3	-9.0	1.8
Cc1ccc(NC(=O)/C(C#N)=C/c2cccs2)c(C)c1	2.0	-1.6	3.7	7.2	7.9	-3.4	2.3	9.0	2.5
CCCCCc1c(C)nc(Nc2ccccc2)[nH]c1=O	4.6	2.6	-1.3	7.2	-0.8	1.3	-0.7	9.4	3.7
O=C(O)c1ccccc1N1C(=O)C2C3c4ccccc4C(Br)(c4ccccc43)C2C1=O (centres undefined)	3.2	4.2	4.4	3.7	7.2	-0.1	8.3	7.5	1.4
Cc1nc2ccccn2c1C(=O)N/N=C/c1ccccc1	0.3	-3.1	8.1	-1.9	-5.9	-3.1	2.8	1.8	-3.9
O=C1CCC(C(=O)Nc2ccccc2N2CCCC2)=NN1	5.6	-0.3	6.3	0.3	8.3	-3.3	40.7	3.6	5.5
CC(C)c1ccccc1NC(=O)c1ccco1	-0.3	-6.0	-3.0	-0.4	1.0	1.2	-4.4	-2.1	-4.3
O=S(=O)(Nc1cccc(-c2cn3c(n2)SCC3)c1)c1ccccc1F	9.8	4.4	5.2	2.1	-0.1	2.2	-3.5	3.8	6.0
O=C(CSCc1ccco1)c1ccc(Cl)s1	/	-7.0	/	-1.2	4.4	-1.4	-7.4	/	25.3*
Cc1oc(-c2ccccc2F)nc1CS(=O)(=O)CC(=O)NCc1ccccc1Cl	9.6	-1.1	1.4	-5.7	3.8	-6.2	-19.2	-1.1	-6.2
O=C1C2C3C=CC(C2C(=O)N1CCCO)C1C2C(=O)N(CCCO)C(=O)C2C31 (centres undefined)	-1.8	-5.1	-4.3	-1.4	-1.2	3.9	6.7	5.5	6.2
O=C(COC(=O)c1cc2c(s1)CCCC2)NCc1ccccc1Cl	6.6	0.0	67.0*	0.4	2.8	3.1	-7.2	-4.1	13.8
Cc1n[nH]c(=S)n1-c1cccc(Cl)c1	1.3	4.8	4.8	2.9	4.7	-3.1	-1.0	3.7	-2.3
COc1cc(OC)cc(C(=O)NC(C(=O)OCn2nnc3ccccc3c2=O)C(C)C)c1 (centres undefined)	0.9	-6.0	4.2	-1.3	/	-0.4	15.3	7.0	3.8
Cc1sc2nc(C(C)Nc3ccccc3N3CCOCC3)[nH]c(=O)c2c1C (centres undefined)	-0.5	-3.1	-0.5	-0.9	2.5	-2.7	-1.2	0.5	-1.7
CC(=O)Nc1ccc(NC(=O)CCn2c(=O)oc3ccccc32)cc1	11.8	-0.9	10.1	-5.5	1.2	0.4	-10.8	-1.4	26.0*
COc1ccc(S(=O)(=O)N(C)c2ccc(C(=O)NCC3CCCO3)cc2)cc1OC (centres undefined)	1.3	-4.0	0.9	4.3	4.5	-0.6	0.8	0.9	-3.6
COc1ccc(-c2csc(NC(=O)C3CSC4(C)CCC(=O)N34)n2)cc1OC (centres undefined)	-3.3	-2.8	1.3	5.7	0.3	1.4	5.3	-9.0	2.8
O=c1/c(=C/c2ccco2)sc2n1CN(c1cccc(Br)c1)CN=2	0.2	1.2	0.3	6.7	2.4	3.2	7.7	6.3	11.0
COCCn1c(C)cc(C(=O)CSc2cc(C)c3ccccc3n2)c1C	-2.4	2.4	1.3	4.1	4.3	-3.1	-4.6	2.7	-12.1
Cc1ccc(-c2n[nH]c(=S)n2C)cc1Cl	4.1	-3.6	2.9	-6.0	8.3	-1.0	5.8	5.3	2.1
O=C(NCc1ccc2c(c1)OCO2)c1ccc(Cl)nc1	-6.5	0.7	2.7	21.4	8.6	3.5	-1.1	4.9	0.2
